Bioassay records as filed in PubChem BioAssay.
M17LAP inhibition: P. falciparum M17LAP inhibitors, primary screen, biochemical, fluorogenic H-Leu-NHMec substrate, 1536-well (AID 1619); Leucine aminopeptidase (Plasmodium falciparum (isolate 3D7)); recombinant M17LAP, H-Leu-NHMec fluorogenic kinetic assay; higher % means a stronger effect; one-dose inhibition, % at 30 µM; IC50 in µM for titrated hits; 0.38% of 220,000 active;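 active = compound inhibiting the enzyme by more than half at any dose during confirmatory dose-response retesting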;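 note: plate controls were full reaction with DMSO carrier for no effect and no enzyme background for full effect; strong numbers were not always called active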
Salmonella PhoP GFP: inhibitors of PhoP regulon expression, primary screen, Salmonella Typhimurium, GFP reporter (AID 1863). S. Typhimurium PhoP-regulated promoter GFP reporter, 4 h; higher % means a stronger effect. inhibition, % at 50 µM; hits with a dose series show IC50 in µM. 0.16% of 300,000 active;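 active = inhibition over 29.93%, a cutoff 3 SD above the screen mean, later confirmed by dose response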;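 note: 0% = low Mg2+ inducing control and 100% = high Mg2+ repressing control; strong numbers were not always called active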
P. falciparum M1AAP: P. falciparum M1AAP inhibitors, biochemical, fluorogenic H-Leu-NHMec substrate, 1536-well (AID 1445); Aminopeptidase N (Plasmodium falciparum (isolate 3D7)); recombinant M1AAP, H-Leu-NHMec fluorogenic kinetic assay; higher % means a stronger effect; inhibition, % at 30 µM, or IC50 in µM where a hit was titrated; 0.42% of 220,000 active;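 active = primary inhibition above the hit cutoff, then over 50% inhibition at one or more dose response concentrations, cut at about 23% in these data, passing the limit was not always enough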;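 note: plate controls were DMSO full reaction for no effect and no enzyme background for full effect; strong numbers were not always called active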
PMI inhibition: human PMI inhibitors, high substrate, primary screen, biochemical, fluorescence intensity, high mannose 6-phosphate (AID 1220); Mannose-6-phosphate isomerase (Homo sapiens); recombinant PMI enzyme, coupled fluorescence intensity; higher % means a stronger effect; inhibition, % at 20 µM; hits with a dose series show IC50 in µM; 0.66% of 190,000 active; in the data active = inhibition above about 50%
West Nile virus CPE: West Nile virus antiviral activity, cell-based, CPE readout (AID 1621). West Nile virus-infected cells, CPE inhibition; higher % means a stronger effect. one-dose CPE inhibition, % at 10 µM; IC50 in µM for titrated hits. 0.02% of 290,000 active; in the data active = a potency from the dose series; note: strong numbers were not always called active
XIAP displacement: XIAP antagonists, biochemical, IAP family, fluorescence polarization (AID 1018); E3 ubiquitin-protein ligase XIAP (Homo sapiens); XIAP BIR domain, fluorescence polarization peptide displacement; higher % means a stronger effect; one-dose displacement, % at 20 µM; IC50 in µM for titrated hits; 0.007% of 200,000 active; in the data active = displacement above about 50%; note: a part of the inactive calls stands beside numbers as strong as those of hits
CSM14.1 death rescue: rescue of cells from ER stress-induced death, primary screen, 384-well, CSM14.1, thapsigargin, ATP luminescence (AID 1222); CSM14.1 thapsigargin-induced death rescue, ATP luminescence; higher % means a stronger effect; 190,000 tested, under 10 active; cellular ATP content (survival), % at 20 µM, or EC50 in µM where a hit was titrated;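 active = EC50 below 50 µM in the dose-response confirmation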;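 note: death triggered by thapsigargin at about 15 µM added after 2 h compound pretreatment; cell ATP read after overnight thapsigargin exposure of roughly 18 to 22 hours; normalized against plate controls of thapsigargin alone and 5% DMSO vehicle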
Siah-1 displacement: Siah-1 peptide-binding antagonists, primary screen, biochemical, fluorescence polarization, rhodamine-plectin, uHTS (AID 1817); E3 ubiquitin-protein ligase SIAH1 (Homo sapiens); Siah-1 / rhodamine-plectin peptide fluorescence polarization; higher % means a stronger effect; displacement, % at 20 µM, or IC50 in µM where a hit was titrated; 0.02% of 290,000 active;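 active = displacement of at least 50% at 20 µM, with a fluorescence ratio check between 0.3 and a set limit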;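 note: plate controls were Siah plus tracer with DMSO for no effect and tracer alone without Siah for full effect; strong numbers were not always called active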
Yfh1-off respiration: enhancers of respiration in Yfh1-depleted yeast, dose response, Friedreich's ataxia, plus single-dose screen (AID 1465). S. cerevisiae Yfh1-off respiration, WST-1 reduction, 72 h; higher fold induction means a stronger effect. fold induction at 50 µM; hits with a dose series show EC50 in µM. 0.074% of 220,000 active;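 active = fold induction of absorbance versus untreated yeast above a set limit, then at least 30% activation at any dose in follow-up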;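 note: activators that raise dye reduction in frataxin-depleted yeast; strong numbers were not always called active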
* = called active by the depositor; i = inactive; nt = not tested or not shown.

Below each compound – M17LAP inhibition	Salmonella PhoP GFP	P. falciparum M1AAP	PMI inhibition	West Nile virus CPE	XIAP displacement	CSM14.1 death rescue	Siah-1 displacement	Yfh1-off respiration
O=C(COc1cccc2ccccc12)NNC(=O)c1cnccn1
    -12%	-12%	-5%	42%	-0.5%	-6.6%	-3.8%	14%	i
CCNNC(=O)C(O)(c1cccc(C)c1)c1cccc(C)c1
    -3%	-6%	5%	-3%	-0.4%	-5.8%	2.5%	7%	i
Cc1ccc(Cn2cnc3sc4c(c3c2=O)CCC4)c(C)c1
    13%	5%	-3%	7%	-0.1%	-1.4%	-1.6%	1%	i
COc1ccc(-n2nc(C(=O)NCC(=O)N3CCN(C)CC3)c3ccccc3c2=O)cc1OC
    17%	-8%	11%	-9%	-0.4%	-1.8%	-2.5%	2%	i
O=C(Nc1cccc(-c2cn3ccccc3n2)c1)c1ccccc1
    1%	-4%	4%	3%	0.5%	-5.6%	-1.2%	18%	i
CC(=O)c1ccc(N(C(=O)c2ccco2)C(C(=O)NC2CCCC2)c2ccc(N3CCOCC3)cc2)cc1 (stereo unspecified)
    -6%	1%	1%	5%	-0.7%	0.0%	0.2%	2%	i
CC(=O)NS(=O)(=O)c1ccc(NC(=O)c2cc3c(=O)n4ccccc4nc3s2)cc1
    5%	-12%	6%	nt	0.0%	nt	nt	9%	i
CCOc1ccc(NC(=O)c2sc(NC(C)=O)c(C(=O)OC)c2C)cc1
    -1%	8%	-5%	-9%	-0.6%	-6.4%	0.9%	4%	i
CCCOc1ccc2c(CC)cc(=O)oc2c1C
    -8%	3%	9%	-2%	-1.2%	1.6%	2.0%	4%	i
CC(=O)CCc1oc2ccc([N+](=O)[O-])cc2c1-c1ccc(C)o1
    15%	5%	7%	-6%	-0.5%	-3.9%	-2.0%	2%	i
CCOC(=O)N1CCC(NC(=O)c2cc(S(=O)(=O)N3CCc4ccccc43)cn2C)CC1
    -16%	-3%	3%	-3%	-1.1%	-7.3%	0.1%	2%	i
Cc1ccc(S(=O)(=O)N(CC(=O)N2CCc3ccccc3C2)c2cccc(Cl)c2)cc1
    15%	-4%	7%	-3%	0.7%	1.9%	7.3%	3%	i
Cc1ccc(SCCC(=O)N2CCOCC2)cc1
    0%	8%	16%	1%	-0.3%	0.7%	-1.9%	-2%	i
O=C(O)Cn1cnc2c(oc3ccccc32)c1=O
    14%	-8%	5%	nt	0.1%	nt	nt	7%	i
CCOC(=O)c1cc2[nH]c3ccccc3c2[n+](-c2ccc([N+](=O)[O-])cc2)c1C
    47%	14%	3%	-12%	-1.6%	-2.8%	4.5%	1%	i
COc1ccc(CN2CCn3ncc(C(=O)Nc4ccccc4)c3C2=O)cc1
    8%	13%	-1%	-1%	0.1%	-3.6%	-1.6%	2%	i
CCCCn1c(=N)n(CC(O)COc2ccc(C)cc2)c2ccccc21 (stereo unspecified)
    4%	11%	9%	6%	19%	-4.6%	-6.1%	-3%	i
O=C1C2CCCCC2C(=O)N1c1ccc(NC2CCCCC2)c([N+](=O)[O-])c1 (stereo unspecified)
    0%	-4%	5%	15%	-1.1%	-15%	-2.7%	-3%	i
Cc1cc(Nc2cc(C)on2)n2ncnc2n1
    7%	-3%	8%	5%	0.3%	-1.5%	nt	1%	i
Cc1cccc(C)c1OCC(=O)Nc1ccc(S(=O)(=O)Nc2ccccn2)cc1
    5%	6%	0%	-6%	0.9%	-12%	-4.3%	3%	i

Next results:
| canonical_smiles | M17LAP inhibition | Salmonella PhoP GFP | P. falciparum M1AAP | PMI inhibition | West Nile virus CPE | XIAP displacement | CSM14.1 death rescue | Siah-1 displacement | Yfh1-off respiration |
| --- | --- | --- | --- | --- | --- | --- | --- | --- | --- |
| Cc1cccc(C)c1OCCN1C(=O)NC(C)(c2ccccc2)C1=O (stereo unspecified) | -1% | -4% | 1% | 1% | -1.8% | -14% | -3.0% | 1% | i |
| CCCCNC(=S)NNC(=O)c1csc2c1CCC(C)C2 (stereo unspecified) | 4% | -7% | -17% | -7% | 0.4% | -2.3% | 0.2% | 3% | i |
| O=C(O)C1CCCN1S(=O)(=O)c1ccc2ccccc2c1 (stereo unspecified) | 5% | -19% | 8% | -6% | 0.2% | -2.5% | -0.7% | 2% | i |
| CCCCCOC(=O)C(C)c1c(C)[nH]c(=S)[nH]c1=O (stereo unspecified) | 10% | -3% | 6% | 0% | -0.3% | -5.4% | 0.2% | 2% | i |
| O=C(/C=C/c1ccc(S(=O)(=O)N2CCOCC2)cc1)NC(=S)NCCCn1ccnc1 | 0% | 7% | 4% | -2% | -0.3% | -8.7% | 1.1% | -1% | i |
| O=c1c(F)cn(C2CCCO2)c(=O)n1Cc1ccccc1Cl (stereo unspecified) | 6% | -11% | 9% | 6% | 0.2% | 2.7% | -2.5% | 3% | i |
| Cc1cccc(NC(=O)CCC(=O)OCc2ccc(Br)cc2)c1 | -10% | 29% | -4% | 19% | 0.1% | 0.2% | 0.2% | 5% | i |
| CN(C)CCCNC(=O)/C(=C\c1ccc(-c2cccc([N+](=O)[O-])c2)o1)NC(=O)c1ccccc1 | 70% | -4% | 17% | 3% | 0.4% | 11% | -1.9% | -2% | i |
| Cc1ccc(-c2nnc(SCC(=O)Nc3ccc4c(c3)oc3ccccc34)n2C)c(Cl)c1 | -2% | -12% | 3% | -3% | 0.0% | -4.9% | 1.9% | 0% | i |
| CCn1c(C)cc(/C=C2/SC(=O)N(C(C)C(=O)OC)C2=O)c1C (stereo unspecified) | -9% | -8% | 4% | nt | -0.9% | nt | nt | 2% | i |
| Cc1cc2cc(CN(Cc3ccc4c(c3)OCO4)C(=O)c3cnccn3)c3nnnn3c2cc1C | 0% | 10% | -1% | 14% | -0.3% | -2.2% | 3.2% | 3% | i |
| CCCN1CCC(NC(=O)Nc2ccc([N+](=O)[O-])cc2)CC1 | 18% | -9% | 8% | 0% | 0.6% | 1.3% | -2.0% | 2% | i |
| CN(C)C(=O)c1cc(C(=O)c2ccccc2C(F)(F)F)c[nH]1 | 12% | 4% | -6% | -16% | -1.4% | -4.0% | 0.7% | 12% | i |
| Cc1csc(N/N=C/c2ccccn2)n1 | 11% | -4% | 1% | -19% | 0.4% | -6.5% | -3.6% | 3% | i |
| Cn1cc(Cl)c(C(=O)NC2CCCCCC2)n1 | -15% | 8% | -4% | 5% | 0.2% | -2.1% | nt | -1% | i |
| COC(=O)c1ccc(COC(=O)c2ccc(CS(=O)(=O)c3ccc(C)cc3)cc2)cc1 | 3% | -6% | 3% | 1% | -0.3% | -2.9% | -1.5% | 5% | i |
| Cc1cc(C)c(OCC(=O)Nc2cccc(O)c2)cc1C | -1% | -11% | 9% | 3% | 0.3% | -0.1% | -3.8% | 3% | i |
| O=C(COc1ccccc1)NCC(c1cccs1)N1CCOCC1 (stereo unspecified) | -6% | -7% | 4% | -4% | -0.4% | -2.6% | 3.4% | 4% | i |
| NC(=O)c1sc(-c2ccsc2)cc1NS(=O)(=O)c1ccc(C(F)(F)F)cc1 | 44% | -5% | 22µM* | nt | 1.5% | nt | nt | -1% | i |
| O=C(NNc1ccnc2cc(Cl)ccc12)C1CCCCC1 | -1% | 4% | 2% | 34% | -1.4% | -9.4% | -1.0% | -1% | i |
| O=C(c1cccs1)N1CCN(S(=O)(=O)N2CCOCC2)CC1 | -1% | -4% | -3% | 6% | 0.2% | -7.2% | nt | -3% | i |
| Cc1ccc(-c2noc(-c3cc(C(C)(C)C)nn3Cc3ccccc3)n2)cc1 | 4% | -10% | 7% | nt | 0.0% | nt | nt | 0% | i |
| Cc1ccc(SCC(=O)NCCSCc2ccccc2)cc1 | -4% | -1% | -1% | -4% | 0.0% | -3.3% | 4.9% | -1% | i |
| O=C(CN(Cc1cccs1)S(=O)(=O)c1ccc(S(=O)(=O)N2CCCCC2)cc1)Nc1ccccc1 | -7% | -13% | 1% | 16% | -0.5% | -6.7% | -1.8% | 2% | i |
| Cn1nc2c3ccccc3n(Cc3ccccc3)c2nc1=S | -9% | -2% | -4% | nt | -1.4% | nt | nt | -3% | i |
| Cc1ccc(Nc2cc(-n3cccn3)ncn2)c(C)c1 | 0% | 6% | 0% | -5% | 0.2% | -4.4% | -0.6% | -2% | i |
| O=C(CNCc1ccccn1)Nc1cc(S(=O)(=O)N2CCCCC2)ccc1Cl | 5% | -8% | -7% | 55%* | -0.2% | -1.3% | -0.2% | 0% | i |
| COc1cc(C(=O)Nc2ccncc2)cc(OC)c1OC | 8% | -8% | 6% | 7% | -0.8% | 1.4% | -1.3% | -4% | i |
| Cc1cccc(NC(=O)CSc2nc(NS(=O)(=O)c3ccccc3)cc(=O)[nH]2)c1 | 5% | -2% | 10% | -4% | 0.0% | -9.0% | -2.5% | -3% | i |
| Cn1c(N)nc2ccccc2c1=O | 8% | -11% | 4% | nt | 0.1% | nt | nt | 1% | i |

Single records (already shown):
Cc1ccc(-c2noc(-c3cc(C(C)(C)C)nn3Cc3ccccc3)n2)cc1 in the list: M17LAP inhibition = 4%; Salmonella PhoP GFP = -10%; P. falciparum M1AAP = 7%; PMI inhibition = nt; West Nile virus CPE = 0.0%; XIAP displacement = nt; CSM14.1 death rescue = nt; Siah-1 displacement = 0%; Yfh1-off respiration = i
Cc1cccc(NC(=O)CSc2nc(NS(=O)(=O)c3ccccc3)cc(=O)[nH]2)c1 in the list: M17LAP inhibition = 5%; Salmonella PhoP GFP = -2%; P. falciparum M1AAP = 10%; PMI inhibition = -4%; West Nile virus CPE = 0.0%; XIAP displacement = -9.0%; CSM14.1 death rescue = -2.5%; Siah-1 displacement = -3%; Yfh1-off respiration = i
Cn1nc2c3ccccc3n(Cc3ccccc3)c2nc1=S in the list: M17LAP inhibition = -9%; Salmonella PhoP GFP = -2%; P. falciparum M1AAP = -4%; PMI inhibition = nt; West Nile virus CPE = -1.4%; XIAP displacement = nt; CSM14.1 death rescue = nt; Siah-1 displacement = -3%; Yfh1-off respiration = i
